Source: PubChem BioAssay (several laboratories)
PREPL inh = inhibits the human prolyl oligopeptidase-like enzyme; Q4J6C6; recombinant PREPL, fluorescence polarization activity-based probe; inhibition, % at 5.96 µM; 320,000 tested, 0.68% active; AID 2751; in the data active = inhibition above about 43%;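 note: 0% = enzyme with DMSO and 100% = wells lacking enzyme; many of its hits are not listed in these tables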
Target sequence (Q4J6C6 whole entry, looked up): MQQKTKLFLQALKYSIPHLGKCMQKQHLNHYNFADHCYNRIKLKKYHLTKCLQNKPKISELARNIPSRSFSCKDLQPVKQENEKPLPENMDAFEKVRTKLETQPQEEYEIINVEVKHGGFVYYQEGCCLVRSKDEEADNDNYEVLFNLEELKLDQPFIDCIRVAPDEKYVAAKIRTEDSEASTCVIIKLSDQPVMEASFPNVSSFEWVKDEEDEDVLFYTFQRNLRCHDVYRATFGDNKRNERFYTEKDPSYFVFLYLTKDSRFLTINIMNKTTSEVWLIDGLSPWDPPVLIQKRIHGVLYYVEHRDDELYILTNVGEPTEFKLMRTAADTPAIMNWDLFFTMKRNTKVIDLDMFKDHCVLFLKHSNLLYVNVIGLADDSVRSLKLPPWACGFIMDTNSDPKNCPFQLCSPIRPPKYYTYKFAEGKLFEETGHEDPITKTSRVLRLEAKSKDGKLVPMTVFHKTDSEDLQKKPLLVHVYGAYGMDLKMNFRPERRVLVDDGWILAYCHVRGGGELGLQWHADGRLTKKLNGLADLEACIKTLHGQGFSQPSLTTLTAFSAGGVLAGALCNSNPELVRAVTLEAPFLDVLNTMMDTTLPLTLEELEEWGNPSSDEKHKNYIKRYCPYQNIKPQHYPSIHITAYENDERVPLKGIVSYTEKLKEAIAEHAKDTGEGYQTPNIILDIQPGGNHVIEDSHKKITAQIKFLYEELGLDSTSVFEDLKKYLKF
PP1 counter = counter-screen for PP5 inhibitors: inhibitors of human PP1-alpha | purified PP1alpha, OMFP fluorescence | inhibition, % at 6.7 µM | 320,000 tested, 0.9% active;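 active = inhibition above the mean inhibition of all tested compounds plus 3 SD, computed separately for each screening campaign, cut at about 15% in these data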
Target sequence (P62136 whole entry, looked up): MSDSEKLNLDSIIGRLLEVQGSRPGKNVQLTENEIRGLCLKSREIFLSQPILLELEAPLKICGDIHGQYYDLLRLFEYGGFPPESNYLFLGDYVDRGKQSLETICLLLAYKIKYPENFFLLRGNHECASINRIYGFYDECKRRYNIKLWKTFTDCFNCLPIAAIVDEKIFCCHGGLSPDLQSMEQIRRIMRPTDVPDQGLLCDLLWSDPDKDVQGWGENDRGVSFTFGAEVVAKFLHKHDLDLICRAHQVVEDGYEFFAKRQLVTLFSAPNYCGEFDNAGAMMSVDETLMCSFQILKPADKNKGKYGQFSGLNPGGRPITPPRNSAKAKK
TPT1 inh = blocks Candida albicans tRNA 2'-phosphotransferase; inhibition, % at 5 µM; 300,000 tested, 0.81% active; AID 1962; recombinant caTPT1, FP RNA substrate dephosphorylation;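 active = inhibition above the mean of all tested compounds plus 3 SD, set per screening campaign, cut at about 24% in these data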;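 note: plate controls were DMSO alone for no effect and ferristatin control at 100 nM for full effect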
PP5 primary = blocks human protein phosphatase 5 activity; inhibition, % at 6.7 µM; 320,000 tested, 0.18% active; purified PP5c, OMFP substrate fluorescence;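 active = inhibition above the campaign's mean inhibition across all tested compounds plus 3 SD, cut at about 9.5% in these data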;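 note: 0% = DMSO only and 100% = 100 µM cantharidin control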
ZTA counter = counter-screen for EBNA-1 inhibitors: inhibitors of Epstein-Barr virus ZTA. 320,000 tested, 0.15% active. inhibition, % at 11 µM. AID 2234. ZTA-DNA binding, fluorescence polarization; in the data active = inhibition above about 33%
EBNA-1 inh = blocks EBNA-1 binding to DNA; EBNA-1 DNA binding, fluorescence polarization; inhibition, % at 14.8 µM; 300,000 tested, 0.34% active; AID 1950; in the data active = inhibition above about 28%
CTSL1 counter = blocks F. hepatica cathepsin L1 in PFM18AAP counter-screen; AID 1906; inhibition, % at 5.96 µM; recombinant F. hepatica cathepsin L1, Z-Leu-Arg-MCA fluorescence; 300,000 tested, 0.49% active;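 active = inhibition above the mean of all tested compounds plus 3 SD, set per screening campaign, cut at about 17% in these data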;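 note: 0% = plate median of test compound wells and 100% = 1 µM Z-Phe-Ala-diazomethylketone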
HCV core dimer = blocks dimerization of HCV core protein | TR-FRET GST/Flag-core106 dimerization, 1536-well | inhibition, % at 5 µM | 300,000 tested, 0.33% active | AID 1899;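 active = inhibition above the mean of all tested compounds plus 3 SD, set per screening campaign, cut at about 45% in these data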
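System: GST-tagged and Flag-tagged HCV core protein residues 1-106 / Input: core106 proteins, GST 13.5 nM and Flag 17 nM / Buffer or medium: KF-containing HEPES buffer, pH 7.45, DTT, CHAPS, BSA / Probe or stimulus: Eu-anti-GST and XL665-anti-Flag labelled anti-tag antibodies / Schedule: 4 h, 22.5 °C incubation / Technique: TR-FRET 671 and 617 nm emission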
Efflux pump inh = blocks antifungal efflux pumps in multiplex yeast assay; 330,000 tested, 0.44% active; inhibition, % at 10 µM; S. cerevisiae Candida pump triplex, Nile Red efflux;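 active = plate passing quality check with inhibition over a set limit, or well fluorescence over plate mean plus 4 SD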;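 note: Nile Red retained in pooled yeast measured as flow cytometry median fluorescence; 0% = buffer negative control and 100% = Enniatin B positive control; higher means more Nile Red kept so more efflux inhibition; some compounds called inactive have numbers as strong as hits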
* hit, by the source's call; x = no result given. Not all compounds are listed; count on the stated rates, not on these rows.

SMILES | PREPL inh | PP1 counter | TPT1 inh | PP5 primary | ZTA counter | EBNA-1 inh | CTSL1 counter | HCV core dimer | Efflux pump inh
COc1cc(C(=O)NCCC(C)C)c([N+](=O)[O-])cc1OC | 16 | 5 | -3 | -0.5 | -1 | -11 | -5 | 2 | 0.3
Cc1cc(CCCCCCCCc2cc(C)cc(=O)o2)oc(=O)c1 | 1 | 0 | 0 | 1.1 | -9 | 3 | -1 | 5 | -0.1
Cn1cccc1C(C(=O)NC1CCCCC1)N(C(=O)Cc1cccs1)c1ccc2c(c1)OCO2 (stereo not given) | -12 | 5 | 1 | 0.0 | 13 | -4 | -1 | 2 | -0.2
COc1cccc(C(=O)N2CCN(S(=O)(=O)Cc3ccccc3)CC2)c1 | 13 | 1 | 3 | 2.4 | 13 | 9 | 2 | -2 | 0.0
Cc1nc2c(C(=O)N3CCCCC3)cnn2c(C)c1Cc1ccccc1F | 7 | 1 | 2 | 2.9 | 8 | 2 | -2 | 3 | 0.0
COc1ccc(OC)c(NC(=O)CN2C(=O)C(C)N(c3ccc(C)cc3)C2=O)c1 (stereo not given) | 11 | 4 | x | 2.9 | 8 | x | x | x | 0.1
O=C(COC(=O)c1ccc(O)cc1)Nc1cc(C(F)(F)F)ccc1Cl | -20 | 3 | 5 | 0.2 | -5 | -8 | 2 | -4 | -0.1
Cc1ccc2c(c1)c1c(n2CC(O)Cn2nc(C)c(Br)c2C)C(=O)CCC1 (stereo not given) | -3 | 0 | -2 | 3.2 | 14 | -14 | -1 | 1 | 0.1
Cc1ccccc1Oc1ncnc2sccc12 | -9 | -1 | 2 | 1.0 | 4 | 3 | 1 | -1 | 0.0
CC(=O)Nc1cc(-c2ccc(Cl)cc2)nn1-c1ccccc1 | 4 | -4 | -3 | 0.7 | 3 | -1 | -3 | -3 | -0.1
COc1ccc(NC(=O)N2CCCC(CCC(=O)N(C)CCc3ccccn3)C2)cc1 (stereo not given) | 6 | -8 | -1 | 3.7 | 1 | -5 | 70* | 0 | 0.0
O=S1(=O)CCC(NC(=S)SCCOc2ccccc2)C1 (stereo not given) | -6 | 0 | 2 | 0.1 | 11 | -3 | -1 | 3 | -0.1
CCOc1ccc(CN2CCNC(=O)C2CC(=O)NCCc2cnccn2)cc1 (stereo not given) | 5 | -3 | -4 | -2.0 | 5 | 6 | 0 | -3 | 0.1
CCOC(=O)c1[nH]c2ccccc2c1NC(=O)c1ccc(S(=O)(=O)N2CCCCC2)cc1 | 2 | 1 | 0 | -0.1 | -1 | 15 | 2 | 30 | 0.1
CCOc1ccc(NC(=O)COC(=O)c2ccc3c(c2)C(=O)N(CCc2ccccc2)C3=O)cc1 | 1 | 0 | -4 | 1.3 | 5 | 17 | 0 | 4 | 0.1
COc1ccccc1N(C)S(=O)(=O)c1ccc(C(=O)N(C)Cc2ccc(Cl)s2)cc1 | -3 | 1 | x | 2.5 | -6 | x | x | x | 0.2
CCC(=O)N1c2ccc(S(=O)(=O)NC3CCCCC3)cc2CC1C (stereo not given) | 4 | -2 | -3 | 0.5 | -1 | 6 | 2 | -1 | 0.1
Cc1ccc(C)c(C2C(C#N)=C(N)Oc3cc(C)oc(=O)c32)c1 (stereo not given) | -3 | 0 | 0 | 3.5 | -7 | -4 | 1 | 5 | -0.1
COc1cccc(NC(=O)COC(=O)/C=C/c2ccco2)c1 | 5 | -3 | x | -1.1 | -3 | x | x | x | 0.0
COc1ccc(CNC(=O)C2(CC3CC(c4ccccc4)=NO3)CCN(C(=O)CCCCCBr)CC2)cc1 (stereo not given) | 2 | 2 | -3 | 1.1 | -32 | 15 | -6 | -7 | -0.1
Cc1ccc(NC(=O)CN2C(=O)NC(Cc3ccccc3)C2=O)cc1Cl (stereo not given) | -20 | -2 | x | 0.8 | -9 | x | x | x | 0.1
CCOC(=O)C1=C(COC(=O)c2ccc(OC(C)C)cc2)NC(=O)NC1C (stereo not given) | -7 | -2 | -2 | 4.5 | -26 | -3 | 1 | -4 | -0.2
CC1=C(C(=O)Nc2nc3ccccc3s2)C(c2ccco2)C(C#N)=C(SCC(=O)NC2CCCCC2)N1 (stereo not given) | -12 | 9 | 3 | 4.4 | -15 | 5 | -2 | 28 | 0.3
CN(C)CCCNS(=O)(=O)c1ccc(Oc2ncc(C(F)(F)F)cc2Cl)cc1 | 14 | 2 | -4 | 2.3 | 2 | -4 | -6 | -5 | 0.0
O=C(CCc1ccccc1)NNC(=O)COc1ccccc1Cl | 6 | -4 | 1 | 1.7 | -7 | -9 | -20 | -11 | -0.1
CC(=O)c1ccc(OC(=O)/C=C/c2ccccc2)cc1 | -7 | -1 | 0 | 2.2 | 9 | -4 | -1 | 5 | 0.0
CC(C)NC(=S)N/N=C1\CCCCc2ccccc21 | 1 | 1 | 5 | 2.0 | 7 | 5 | 4 | -1 | 0.1
Nc1ncnc2c1ncn2[C@H]1C[C@H](O)[C@@H](COP(=O)(O)O)O1 | 3 | -2 | -6 | 1.0 | 2 | 8 | 2 | -2 | -0.1
CCOc1ccc(NC(=S)NC2CC3CCC(C2)N3Cc2ccco2)cc1 (stereo not given) | 9 | -5 | -2 | 1.9 | -12 | -8 | -3 | -4 | 0.0
O=C(CSc1nnnn1-c1ccccc1)N1CCCc2ccccc21 | 10 | 2 | 1 | 3.3 | 8 | -7 | 4 | 9 | 0.0
CCOc1ccccc1N1CCN(Cc2cn[nH]c2-c2ccc(F)cc2)CC1 | 9 | -1 | 0 | 2.9 | -3 | -9 | 6 | -2 | 0.1
CCOC(=O)/C(C#N)=N\Nc1ccc(S(=O)(=O)Nc2nc(C)cc(C)n2)cc1 | 3 | -4 | 1 | -2.4 | 8 | 5 | 1 | -3 | 0.0
CCc1cc2c(=O)c(-c3nc4ccccc4n3C)c(COCC(=O)O)oc2cc1O | 0 | 0 | -2 | -0.8 | 8 | 3 | 2 | 14 | 0.0
CCCc1ncc(C[n+]2ccccc2C)c(N)n1 | -2 | -4 | 1 | 1.9 | -1 | -8 | 0 | -8 | -0.1
CCOc1ccc(NC(=O)CSc2nnc(C)n2CC)cc1 | 3 | -3 | 1 | 1.4 | -12 | -3 | -5 | -1 | 0.1
Cn1cccc1Cc1nnc(SCC(=O)NC2CCCC2)n1-c1ccc(F)cc1 | 6 | -3 | -1 | -2.4 | 18 | 2 | -1 | 6 | 0.2
Cc1nn(C)c(C)c1S(=O)(=O)N1CCC(C(=O)NC2CCCCCC2)CC1 | -1 | -9 | -5 | 1.4 | 15 | -4 | -1 | 0 | 0.0
CC1=C(C(=O)OCc2ccccc2)C(c2ccc(Br)cc2)NC(=O)N1CCCCCC(=O)O (stereo not given) | 28 | 1 | 1 | 0.3 | 22 | 4 | 10 | 21 | x
Cc1ccc(OC(=O)CCC(=O)Nc2ccc(S(=O)(=O)Nc3cc(C)on3)cc2)cc1 | 2 | -2 | 2 | 1.8 | -17 | 0 | -6 | -2 | -0.1
Cc1c(C(=O)N2CCN(C(=O)c3ccco3)CC2)oc2c(Cl)cccc12 | 3 | -1 | 0 | -0.8 | 9 | -1 | 3 | -2 | 0.0

Five neighbouring entries from above:
SMILES | PREPL inh | PP1 counter | TPT1 inh | PP5 primary | ZTA counter | EBNA-1 inh | CTSL1 counter | HCV core dimer | Efflux pump inh
Cn1cccc1Cc1nnc(SCC(=O)NC2CCCC2)n1-c1ccc(F)cc1 | 6 | -3 | -1 | -2.4 | 18 | 2 | -1 | 6 | 0.2
Cc1nn(C)c(C)c1S(=O)(=O)N1CCC(C(=O)NC2CCCCCC2)CC1 | -1 | -9 | -5 | 1.4 | 15 | -4 | -1 | 0 | 0.0
CC1=C(C(=O)OCc2ccccc2)C(c2ccc(Br)cc2)NC(=O)N1CCCCCC(=O)O (stereo not given) | 28 | 1 | 1 | 0.3 | 22 | 4 | 10 | 21 | x
Cc1ccc(OC(=O)CCC(=O)Nc2ccc(S(=O)(=O)Nc3cc(C)on3)cc2)cc1 | 2 | -2 | 2 | 1.8 | -17 | 0 | -6 | -2 | -0.1
Cc1c(C(=O)N2CCN(C(=O)c3ccco3)CC2)oc2c(Cl)cccc12 | 3 | -1 | 0 | -0.8 | 9 | -1 | 3 | -2 | 0.0

(continued)
SMILES | PREPL inh | PP1 counter | TPT1 inh | PP5 primary | ZTA counter | EBNA-1 inh | CTSL1 counter | HCV core dimer | Efflux pump inh
CCOC(=O)c1sc2nc(NC(=O)C3CC3)sc2c1C | 7 | -4 | -2 | -1.0 | 3 | 14 | 2 | -14 | -0.1
Cc1ccc(C(=O)N/N=C\C=C\c2ccc(Br)cc2)cn1 | 5 | 1 | 3 | -0.3 | 14 | -5 | 3 | -10 | 0.2
Cc1cccc(NC(=O)CN(CC2CCCO2)C(=O)c2oc3ccccc3c2C)c1C (stereo not given) | 1 | 1 | x | 0.4 | -14 | x | x | x | 0.0
CC(=O)N1c2ccc(C)cc2C(c2ccccc2)CC1C (stereo not given) | 2 | 3 | -1 | -3.4 | 4 | 2 | 4 | -5 | 0.1
O=C(COC(=O)C1COc2ccccc2O1)Nc1cccc(F)c1 (stereo not given) | 4 | -5 | x | -0.8 | -1 | x | x | x | -0.1
COC(=O)CNC(=O)C1(C)C=CCN1C(=O)c1ccccc1 (stereo not given) | 11 | 1 | 1 | 2.3 | 16 | -22 | -5 | -3 | x
O=C(Nc1ccc2[nH]ncc2c1)c1ccccc1Br | 2 | -3 | -3 | 0.1 | 6 | 4 | -5 | 11 | -0.1
CSc1nc2ccccc2nc1N(C)S(=O)(=O)c1ccc(C)cc1 | -1 | 3 | -6 | 1.9 | 2 | 1 | 0 | 24 | 0.0
CC(CN1CCOCC1)OC(=O)c1cccs1 (stereo not given) | -1 | 6 | -4 | 1.1 | -9 | -5 | -5 | 4 | 0.0
CC(=O)Oc1cccc(N2C(=O)CC(Nc3ccc(N4CCOCC4)cc3)C2=O)c1 (stereo not given) | 15 | 1 | -2 | 2.8 | 5 | 5 | -31 | -6 | -0.2
CCOC(=O)CCC(=O)NCc1ccc2[nH]c(C)cc2c1 | 16 | -3 | -2 | 3.8 | -7 | 4 | -6 | -6 | -0.1
COc1cccc2cc(C(=O)c3ccc([N+](=O)[O-])cc3)oc12 | 0 | -1 | 3 | 0.1 | -19 | -9 | -1 | 17 | 0.1
Fc1ccccc1OCCSc1ncnc2nc[nH]c12 | -18 | -3 | -4 | 3.2 | 4 | 0 | 1 | 5 | -0.1
COc1ccc(NC(=O)CN(C)CCOc2ccc(Cl)cc2)cc1OC | 0 | 0 | -1 | 2.0 | 1 | -3 | 2 | -4 | -0.1
O=C(Nc1ccc(S(=O)(=O)NC2=NCCCCC2)cc1)c1ccccc1Cl | 7 | -1 | -3 | -1.4 | -1 | 13 | -1 | -3 | -0.2
Cc1nn(-c2nnc(C)c(=O)[nH]2)c(C)c1SCC(=O)Nc1ccc(F)cc1 | 8 | 6 | -2 | 0.7 | 10 | 6 | 0 | -10 | 0.0
C=CCn1c(-c2ccc(F)cc2)n[nH]c1=S | 3 | -2 | -5 | -0.8 | 15 | 13 | 1 | -5 | -0.2
COc1ccc(C(=O)C2CCN(C(=O)c3ccc(OC)cc3)CC2)cc1 | -6 | -2 | 0 | 3.6 | -2 | -6 | -4 | -5 | 0.1
O=C(CN(Cc1ccc2c(c1)OCO2)C(=O)CNS(=O)(=O)c1ccccc1)NCC1CCCO1 (stereo not given) | 8 | -1 | -4 | -1.0 | -11 | -1 | 3 | -8 | -0.2
COc1ccc(NC(=S)N2CCc3ccccc3C2)cc1OC | 5 | -6 | -2 | 2.5 | -20 | -21 | 5 | -4 | 0.1
C/C(=C\c1ccccc1F)C(=O)c1c(C)cc(C)[nH]c1=O | 3 | 0 | 0 | 0.8 | -9 | 6 | -6 | 0 | -0.1
COC(=O)COc1cccc(/C=N/NC(=O)CCSc2ccccc2)c1 | 0 | -2 | -3 | 4.1 | -6 | -19 | -2 | 3 | 0.0
